From PubChem BioAssay
APE1 inh = qHTS Assay for Inhibitors of the Human Apurinic/apyrimidinic Endonuclease 1 (APE1). Potency, µM (titrated, usually from 65.8 µM), without a hit: top-dose activity change, negative = inhibition, hits mostly inhibitors. recombinant APE1, TAMRA/BHQ-2 abasic DNA cleavage fluorescence. DNA repair nuclease/redox regulator APEX1 (Homo sapiens), P27695. hit rate 0.35% among 350,000;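 further: plate controls were vehicle for no effect and reference inhibitor for full effect; nearly all actives have a fitted effect of over 55% in size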
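Quantitative HTS: incision of a TAMRA/BHQ-2 double-stranded substrate bearing a tetrahydrofuran abasic site by 0.75 nM APE1 raises fluorescence. Substrate 50 nM final, added after 15 min compound preincubation at room temperature; progress as third-minus-first kinetic read difference.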
BLM helicase inh = qHTS Assay for Inhibitors of Bloom's syndrome helicase (BLM). Potency, µM (series often up to 56.1 µM), for the others: top-dose activity change, negative = inhibition, actives largely listed as inhibitors. RecQ-like DNA helicase BLM (Homo sapiens), P54132. AID 2528, 2010. hit rate 0.2% among 350,000. recombinant BLM DNA unwinding, fluorescence dequenching;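 further: plate controls were vehicle for no effect and no enzyme for full effect; nearly all actives have a fitted effect of over 35% in size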
Pol kappa inh = qHTS for Inhibitors of Polymerase Kappa; DNA polymerase kappa (Homo sapiens), Q9UBT6; purified Pol kappa, fluorescent DNA synthesis assay, 10 min; Potency, µM (titrated, usually from 107 µM), inactives show at the highest dose activity, negative = inhibition, hits mostly inhibitors; hit rate 0.53% among 400,000; AID 588579, 2011; further: on the % scale 0 is the no-effect control and ±100 the full control effect
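Fluorescent qHTS in 1536-well format: enzyme (10 nM) and compound sat 15 min at room temperature before 50 nM substrate (final) was added. Signal taken at 0 and 10 min; no-enzyme buffer wells were negative controls.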
POLB inh = qHTS Assay for Inhibitors of DNA Polymerase Beta | hit rate 1.3% among 340,000 | Pol beta primer extension/strand displacement, fluorescence kinetic | Potency, µM (doses to about 114 µM), inactives show at the highest dose activity change, negative = inhibition, usual class: inhibitors | P06746; further: on the % scale 0 is the no-effect control and ±100 the full control effect
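Enzyme-only controls used 10 nM Pol beta; buffer lacking enzyme served as negative control. Compound preincubated 15 min, then 50 nM substrate added; 0 and 10 min reads at room temperature.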
BAZ2B inh = qHTS Assay for Inhibitors of BAZ2B. Bromodomain adjacent to zinc finger domain protein 2B (Homo sapiens), Q9UIF8. AlphaScreen BAZ2B-H3K14Ac peptide displacement. Potency, µM (titrated, usually from 114 µM), without a hit: top-dose activity change, negative = inhibition, actives largely listed as inhibitors. hit rate 4.4% among 360,000; further: on the % scale 0 is the no-effect control and ±100 the full control effect; nearly all actives have a fitted effect of over 60% in size
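BAZ2B 50 nM plus b-H3(5-23)K14Ac 50 nM, PBS pH 7.4/0.01% Tween-20, 30 min RT; compound added (max 110 uM), 30 min RT; streptavidin donor/Ni-chelate acceptor beads 10 ug/mL final, 20 min dark; AlphaScreen read.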
POLI inh = qHTS for Inhibitors of Polymerase Iota; Pol iota fluorescent replication assay, 10 min; AID 588590, 2011; hit rate 1% among 390,000; DNA polymerase iota (Homo sapiens), Q9UNA4; Potency, µM (doses to about 115 µM), inactives show at the highest dose activity, negative = inhibition, actives largely listed as inhibitors
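Pol iota at 10 nM preincubated 15 min with compounds at room temperature; reaction started with fluorescent substrate, 50 nM final. Fluorescence read kinetically at 0 and 10 min; buffer-only wells as negative control.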
JMJD2A Tudor inh = qHTS Assay for Inhibitors of JMJD2A-Tudor Domain; Lysine-specific demethylase 4A (Homo sapiens), O75164; AlphaScreen JMJD2A-Tudor / H3K4me3 peptide binding; Potency, µM (doses to about 114 µM), for inactives: top-dose activity change, negative = inhibition, hits mostly inhibitors; hit rate 4.4% among 390,000; further: on the % scale 0 is the no-effect control and ±100 the full control effect; nearly all actives have a fitted effect of over 50% in size
G9a block = qHTS Assay for Inhibitors of Histone Lysine Methyltransferase G9a | Histone-lysine N-methyltransferase EHMT2 (Homo sapiens), Q96KQ7 | G9a H3K9 monomethylation, AlphaScreen, 2 h | Potency, µM (titrated, usually from 102 µM), for inactives: at the highest dose activity, negative = inhibition, actives largely listed as inhibitors | hit rate 8.8% among 350,000; further: on the % scale 0 is the no-effect control and ±100 the full control effect; nearly all actives have a fitted effect of over 75% in size
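Readings reflect AlphaScreen signal from monomethyl-H3K9 antibody detection. HMT at 20 nM; substrate b-H3K9 500 nM; cofactor SAM 20 uM; 2 h RT reaction; compounds tested as titrations in qHTS with 15 min preincubation.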
POLH inh = qHTS for Inhibitors of Polymerase Eta. DNA polymerase eta (Homo sapiens), Q9Y253. recombinant Pol eta, fluorescent DNA replication assay. Potency, µM (doses to about 114 µM), for the others: top-dose activity change, negative = inhibition, usual class: inhibitors. hit rate 1.2% among 390,000. AID 588591, 2011; further: on the % scale 0 is the no-effect control and ±100 the full control effect
Target sequence (Q9Y253 whole entry, looked up): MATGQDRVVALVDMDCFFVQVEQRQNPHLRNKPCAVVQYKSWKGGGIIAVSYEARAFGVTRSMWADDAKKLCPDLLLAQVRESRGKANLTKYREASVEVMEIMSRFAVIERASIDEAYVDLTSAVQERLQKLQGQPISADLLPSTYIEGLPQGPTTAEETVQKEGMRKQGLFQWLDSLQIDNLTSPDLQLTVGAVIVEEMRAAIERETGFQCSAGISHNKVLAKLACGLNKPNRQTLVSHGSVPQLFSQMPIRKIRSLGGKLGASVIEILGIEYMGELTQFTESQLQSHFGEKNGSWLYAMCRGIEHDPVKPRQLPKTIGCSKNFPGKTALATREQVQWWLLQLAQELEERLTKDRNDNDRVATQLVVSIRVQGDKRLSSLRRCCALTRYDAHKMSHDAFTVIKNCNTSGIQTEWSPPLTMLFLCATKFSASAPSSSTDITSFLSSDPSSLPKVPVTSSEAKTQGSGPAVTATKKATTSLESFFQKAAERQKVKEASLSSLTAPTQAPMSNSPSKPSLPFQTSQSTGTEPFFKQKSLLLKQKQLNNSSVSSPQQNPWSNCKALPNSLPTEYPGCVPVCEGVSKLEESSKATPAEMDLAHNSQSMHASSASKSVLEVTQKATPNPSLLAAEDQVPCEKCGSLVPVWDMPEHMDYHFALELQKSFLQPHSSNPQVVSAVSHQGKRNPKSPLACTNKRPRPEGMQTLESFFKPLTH
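Pol eta (10 nM) was preincubated with compounds for 15 min at room temperature, after which fluorescent replication substrate (50 nM final) was added to start the reaction. Fluorescence was read kinetically at 0 and 10 min.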
Numbers without * were called inactive; ? = inconclusive; · = not tested or not shown; & = joins results of further samples; [ ] = another dose, or the depositor's remark. The call rests on the fitted dose curve; in most records, active means well fitted curve in the direction sought with a large enough effect; inconclusive means small, poorly fitted or top-dose-only effect, or another doubt; inactive means no such curve, though single readings can be large; an effect the other way counts as inactive or inconclusive. Potency means the concentration at half of the fitted maximal effect.

APE1 inh	BLM helicase inh	Pol kappa inh	POLB inh	BAZ2B inh	POLI inh	JMJD2A Tudor inh	G9a block	POLH inh	compound
-4%	-4%	6%	9%	24%	12%	4%	0%	-14%	Cc1cc(NC(=O)COC(=O)C2CCC(=O)N2)c([N+](=O)[O-])cc1C (stereo unspecified)
-8%	-7%	-3%	1%	3%	-14%	3%	-2%	-15%	Cc1ccn(CC(=O)N2N=C(C(F)F)CC2(O)C(F)F)n1 (stereo unspecified)
0%	0%	2%	26%	2%	-3%	-4%	-5%[2.33 µM]	-14%	CCN(CC)S(=O)(=O)c1ccc(Cl)c(C(=O)NCCN2CCOCC2)c1
-10%	-3%	1%	-3%	-1%	191%[activator]	-11%	?	-19%	O=C1CSC(c2cccc([N+](=O)[O-])c2)N1c1c(F)cccc1F (stereo unspecified)
-3%	-2%	5%	3%	7%	9%	-3%	1%[12.7 µM]	-1%	CC(C)CCn1nnnc1C(c1ccccc1)N1CCN(C)CC1 (stereo unspecified)
4%	-2%	1%	-13%	-8%	47%[activator]	-9%	-6%	-12%	Cc1ccc(S(=O)(=O)N(CC(=O)N2CCCCCC2)c2ccccc2F)cc1
-2%	-3%	-10%	0%	?	19%	?	?	-16%	COc1ccc(NC(=O)Cc2ccc(C)cc2)c([N+](=O)[O-])c1
-13%	-2%	-10%	3%	-15%	5%	-26%	-13%	-10%	O=C(c1ccccc1[N+](=O)[O-])N1N=C(c2ccccc2)CC1(O)C(F)(F)F (stereo unspecified)
·	1%	-7%[60.1 µM]	-24%	1%	6%	-6%	1%[59 µM]	-8%	CCOC(=O)c1cc(-c2ccccc2)n(CC(=O)NC(C)c2ccccc2)c1C (stereo unspecified)
1%	6%	-6%	-3%	?	1%	-26%	-11%[59 µM]	-10%	CCn1cc(C(=O)NCc2ccc3c(c2)OCO3)c(=O)c2cc(F)c(N3CCN(C)CC3)cc21
14%	-1%	-2%	2%	2%	69%[activator]	-8%	?	7%	CC(=O)c1c(C)n(-c2ccc(Cl)cc2)c2ccc(O)cc12
7%	-6%	-3%	-19%	56%[activator]	-9%	-12%	136%[activator]	-7%	COc1cc(NC(=O)C(=O)NCCN(C)C)c(OC)cc1Cl
37%	-6%&-7%	3%&-1%	1%&0%	-27%	-15%&23%	-24%&-18%	13%	-23%&-21%	COc1ccc(N(CC(=O)N2CCN(c3ccc(F)cc3)CC2)S(=O)(=O)c2c(C)noc2C)cc1
-10%	-2%	-9%	1%	?	5%	?	-35%[12.7 µM]	0%	CC(C)n1c(SC2C(=O)CC(C)(C)CC2=O)nc2c1c(=O)n(C)c(=O)n2C
-3%	-1%	-23%	11%	?	-3%	35µM*	?	-1%	CCOC(=O)CCNC(C(=O)OCC)c1ccccc1 (stereo unspecified)
32%	-2%	-8%	-1%	-7%	-3%	-16%	19%[2.33 µM]	-23%	O=C(Cc1ccccn1)c1ccc(O)cc1O
2%	-1%	-9%	0%	-30%	-10%	-11%	4%[59 µM]	-8%	CCn1nnc(-c2ccccc2NC(=O)c2cccc(-n3cnnn3)c2)n1
5%	-5%	-7%	8%	-14%	?	-5%[11.4 µM]	?	-18%	O=C(CSCc1ccc(Cl)cc1)N1CCN(Cc2ccc3c(c2)OCO3)CC1
13%	-6%	0%	8%	6%[57.1 µM]	-6%	-25%	?	-6%	c1ccc(-c2nc(N3CCCCCC3)nc(-n3ccnc3)n2)cc1
38%	0%	0%	18%	79µM*	142%[activator]	?	56µM*	-13%	COc1ccc(S(=O)(=O)n2c([N+](=O)[O-])cnc2C)cc1OC
1%	-3%	15%	19%	6%	23%	-5%	23%	-16%	Cn1c(Cn2c(=O)sc3ccccc32)nnc1SCc1ccccc1F
-3%	2%	-6%	-2%	1%	6%	5%	-3%[59 µM]	-5%	O=C1OC2CCC1(c1ccccc1)C2 (stereo unspecified)
1%	-3%	2%[60.1 µM]	50%	7%	18%	2%	2%[59 µM]	4%	CCCC1COC(Cn2cncn2)(c2ccc(C)cc2)O1 (stereo unspecified)
1%	-6%	-16%	2%	79µM*	-17%	?	-37%	-14%	Cc1cc([N+](=O)[O-])cc(/C=N/n2c(C)nc3ccccc3c2=O)c1O
4%	-1%	-4%	10%	·	-6%	-7%	12%[59 µM]	-2%	CC(C)(C)NC(=O)CSc1nnc(C2CC2)n1Cc1ccccc1
-5%	1%	-9%	12%	1%	22%	1%	16%	-4%	CCOC(=O)c1c(-c2ncc(C(F)(F)F)cc2Cl)noc1C
-2%	-6%	-3%	0%	-30%	13%	?	-7%[12.7 µM]	-5%	CCOc1ccc(N2C(=O)C(c3ccccc3)=C(c3nc4ccccc4s3)C2NC(C)=O)cc1 (stereo unspecified)
·	·	0%	·	·	17%	-20%	·	-8%	COc1c(S(=O)(=O)N2CCCCC2)ccc2c(S(=O)(=O)N3CCCCC3)cccc12
-6%	-1%	-24%	4%	-9%	59%[activator]	-20%	·	-17%	COc1cc2c(cc1OC)CN(C(=O)CN1CCN(S(=O)(=O)c3ccccc3)CC1)CC2
12%	1%	4%	-1%	?	0%	?	32µM*	-5%	CC1=Nc2cc([N+](=O)[O-])ccc2NC(C)(C)C1
2%	-2%	-4%	1%	-3%	38%[activator]	-7%	-2%[59 µM]	0%	CCCc1nc2c(nnn2Cc2ccccc2F)c(=O)[nH]1
18%	0%	2%	0%	-1%	-12%	-7%	22%	2%	COc1ccc(NC(=O)NCc2cccnc2)cc1
-7%	-6%	-4%	14%	2%	-9%	-10%	7%[59 µM]	-8%	COc1cccc(-n2nnc3c(=O)n(Cc4ccc(C)cc4)cnc32)c1
8%	2%	-3%	27%	1%	23%	-6%	26%[59 µM]	-4%	CCNC(=S)Nc1ccc(OCC)cc1
8%	-1%	-17%	12%	-1%	95%[activator]	-1%	15%	-23%	O=C(NCCN1CCN(C(=O)c2ccc(F)cc2)CC1)C(=O)NCc1ccccc1
-6%	·	-6%	·	10%	25%	-11%	?	-11%	Cc1ccc(C)c(OCCC(=O)OCC(=O)Nc2ccc(Cl)cn2)c1
28%	-2%	-26%	7%	-12%	-7%	-25%	-4%	-8%	COc1ccc(CCNC(=O)CCc2cn(C)c3ccccc23)c(OC)c1OC
2%	-4%	0%	38%	4%	4%	5%	3%	-1%	COC(=O)Cn1c2nc3ccccc3nc2c2cccc(C)c21
65%[activator]	-1%	-6%	40%	-2%	35%[activator]	0%	-18%	-27%	CCn1c(COc2cccc(OC)c2)nnc1SCC(=O)NC1CCCC1
14%	1%	10%	28%	-4%	21%	-17%	·	4%	O=C(O)C1=C[C@H](c2coc3ccccc3c2=O)C[C@H](OCCCCO)O1
-4%	1%	-6%	2%[57.1 µM]	-35%	-1%	-32%	45µM*	-1%	Cc1ccc(S(=O)(=O)NC(=O)c2cc(C)n(-c3ccc(N(C)C)cc3)c2C)cc1
16%	-5%	3%	-1%	-7%	5%	2%	6%[59 µM]	-12%	O=C(NNS(=O)(=O)c1ccc(F)cc1)c1cc(Cl)ccc1O
-1%	1%	-10%	31%[activator]	?	-3%	-25%	0%	-19%	CCN(CC)Cc1nc2c(c(=O)[nH]1)C1(CCCC1)Cc1ccccc1-2
0%	-1%	-1%	-2%	2%	-6%	-8%	9%[59 µM]	-2%	CCCS(=O)(=O)c1csc(C(=O)OC)c1N
-3%	-11%	-9%	4%	?	1%	?	-11%[12.7 µM]	-5%	CCOC(=O)C1=C(c2ccccc2)NC(=S)NC1c1ccc(Cl)cc1 (stereo unspecified)

These rows are one share of the data; count on the stated rates, not on these rows.
